# High-throughput results from PubChem BioAssay.
# mIAP activ: activators of mouse IAP, primary screen, biochemical, luminescence, uHTS. AID 2805, 2010. muIAP, CDP-Star luminescence, 30 min; hits give high values; 1 = vehicle-only enzyme signal, 0 = enzyme-free wells. actives 0.24% (n = 330,000). activation factor at 10 µM;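 active = activation factor of at least 2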; also: the source names both 10 and 20 µM as test concentration; values of inactives mirror those of a sister screen read the other way
#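 Assay system: mouse IAP enzyme; reagent: chemiluminescent substrate CDP-Star; dosing: test compounds delivered from DMSO solution; schedule: 30 min at room temperature; measured by: luminescence from enzymatic CDP-Star hydrolysis; controls: DMSO-only wells and no-enzyme negative control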
# hIAP act: human IAP activators, primary screen, biochemical, luminescence, uHTS; actives 0.16% (n = 330,000); AID 2524, 2010; activation factor at 10 µM; purified human IAP, CDP-Star luminescence, 30 min; hits give high values; 1 = vehicle-only enzyme, 0 = enzyme-free background;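 active = activation factor of the enzyme at least 2-fold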; also: the source names both 10 and 20 µM as test concentration; values of inactives mirror those of a sister screen read the other way
# PfGluPho inh: PfG6PD enzyme inhibitors, primary screen, biochemical, fluorescence intensity, uHTS; PfGluPho enzyme, NADPH resazurin-diaphorase fluorescence; inhibition, % at 20 µM; actives 0.78% (n = 350,000); AID 504690, 2011;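 active = inhibition reaching at least a set limit at 20 µM in the primary screen, cut at about 59% in these data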;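 also: 0% = DMSO wells with substrate and 100% = DMSO wells lacking glucose-6-phosphate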
# ATG4B inhibitor: ATG4B protease inhibitors, primary screen, biochemical, fluorescence, uHTS; actives 0.51% (n = 340,000); AID 504462, 2011; inhibition, % at 8.33 µM; Cysteine protease ATG4B (Homo sapiens), Q9Y4P1; ATG4B cleavage of LC3-PLA2, NBD-HPC fluorescence, 1 h; in the data active = inhibition above about 40%
# HKDC1 inhibitor: HKDC1 hexokinase inhibitors, primary screen, biochemical, fluorescence, uHTS. Q2TB90. AID 493160, 2011. inhibition, % at 20 µM. recombinant HKDC1, G6PDH/diaphorase resazurin coupled fluorescence. actives 0.16% (n = 340,000);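 active = inhibition above about 35% when tested at 20 µM, limit read from the data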;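 also: plate controls were DMSO wells with enzyme for no effect and DMSO wells lacking enzyme for full effect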
# Target sequence (Q2TB90 whole entry, looked up): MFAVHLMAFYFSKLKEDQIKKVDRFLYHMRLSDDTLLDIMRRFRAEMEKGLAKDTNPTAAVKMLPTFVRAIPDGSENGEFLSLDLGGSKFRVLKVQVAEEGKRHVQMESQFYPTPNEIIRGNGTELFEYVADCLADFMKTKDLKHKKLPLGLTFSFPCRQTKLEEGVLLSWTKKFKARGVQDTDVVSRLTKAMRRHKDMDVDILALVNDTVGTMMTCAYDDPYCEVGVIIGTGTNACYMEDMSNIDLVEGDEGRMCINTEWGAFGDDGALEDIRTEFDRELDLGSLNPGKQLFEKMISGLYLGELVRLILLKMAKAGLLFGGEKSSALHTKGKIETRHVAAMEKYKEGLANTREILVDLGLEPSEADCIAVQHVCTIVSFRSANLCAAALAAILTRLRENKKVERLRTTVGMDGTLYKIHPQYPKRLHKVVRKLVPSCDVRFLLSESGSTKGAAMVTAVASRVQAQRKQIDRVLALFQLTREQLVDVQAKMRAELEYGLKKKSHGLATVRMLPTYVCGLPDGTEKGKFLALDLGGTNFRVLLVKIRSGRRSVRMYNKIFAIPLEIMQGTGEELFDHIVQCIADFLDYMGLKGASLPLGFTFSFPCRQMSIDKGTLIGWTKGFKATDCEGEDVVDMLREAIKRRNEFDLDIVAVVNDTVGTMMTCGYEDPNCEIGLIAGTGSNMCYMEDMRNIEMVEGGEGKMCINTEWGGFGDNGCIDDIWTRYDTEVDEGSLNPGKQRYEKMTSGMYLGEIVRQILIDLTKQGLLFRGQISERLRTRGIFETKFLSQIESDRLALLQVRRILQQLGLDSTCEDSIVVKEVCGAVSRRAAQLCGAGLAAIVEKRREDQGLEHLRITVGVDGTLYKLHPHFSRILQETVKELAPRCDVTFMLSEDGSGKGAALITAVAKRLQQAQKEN
#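 Material – in-house recombinant HK5 (HKDC1) enzyme · Quantity – HKDC1 at 5 µg/mL · Buffer or medium – pH 8.0 Tris buffer with 10 mM MgCl2 · Reagent – glucose with 1 mM ATP · Dosing – single 20 µM dose · Times – reaction time 90 min, room temperature, protected from light · Technique – resorufin fluorescence at 613 nm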
# hIAP inh: human IAP inhibitors, primary screen, biochemical, luminescence, uHTS; Intestinal-type alkaline phosphatase (Homo sapiens), P09923; purified IAP, CDP-Star luminescence, 30 min; inhibition, % at 10 µM; actives 0.12% (n = 330,000);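 active = inhibition reaching a set limit with compound at 10 µM in the primary screen, cut at about 35% in these data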;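 also: plate controls were DMSO wells with enzyme for no effect and no-enzyme buffer wells for full effect; values of inactives mirror those of a sister screen read the other way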
# mIAP block: inhibitors of mouse IAP, primary screen, biochemical, luminescence, uHTS; purified mouse IAP, CDP-Star luminescence, 30 min; inhibition, % at 10 µM; actives 0.2% (n = 330,000); intestinal alkaline phosphatase [Mus musculus];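 active = inhibition of at least 40% at 10 µM in the primary screen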;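 also: plate controls were DMSO with enzyme for no effect and no enzyme wells for full effect; values of inactives mirror those of a sister screen read the other way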
# A3A deaminase: APOBEC3A ssDNA deaminase inhibitors, primary screen, selectivity assay for APOBEC3G inhibitor project, biochemical, FAM/TAMRA oligo cleavage fluorescence. DNA dC->dU-editing enzyme APOBEC-3A (Homo sapiens), P31941. recombinant A3A, FAM/TAMRA ssDNA deamination fluorescence. inhibition, % at 20 µM. actives 0.41% (n = 330,000);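 active = at least 40% inhibition at 20 µM here, with at most 30% in a related deaminase screen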;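 also: plate controls were A3A with DMSO for no effect and wells lacking A3A enzyme for full effect; some results filed as inactive read as strong as hits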
# Target sequence (P31941 whole entry, looked up): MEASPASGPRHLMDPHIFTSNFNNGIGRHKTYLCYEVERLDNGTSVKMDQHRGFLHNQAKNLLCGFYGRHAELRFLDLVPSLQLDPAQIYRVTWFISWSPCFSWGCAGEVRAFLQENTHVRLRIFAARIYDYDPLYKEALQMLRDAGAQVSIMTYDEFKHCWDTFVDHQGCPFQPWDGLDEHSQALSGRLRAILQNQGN
# The depositor's hits bear a star.
# Results follow in this order: mIAP activ	hIAP act	PfGluPho inh	ATG4B inhibitor	HKDC1 inhibitor	hIAP inh	mIAP block	A3A deaminase
COc1ccc(C)cc1NC(=O)c1cc2ccccc2o1
    0.88	0.92	39	-5	-5	8	12	-2
O/N=C/CCn1c(=S)sc2ccccc21
    0.97	1.1	17	0	-4	-11	3	0
CN(CC(=O)Nc1ccc(N2CCOCC2)cc1)C(=O)c1cc2c(s1)CCCC2
    0.9	1.1	-9	-4	6	-12	10	2
NNC(=O)/C=C/c1ccc(Cl)cc1Cl
    0.94	0.95	1	12	-4	4	6	-1
CCOCCCNC(=S)Nc1ccc2nc(N3CCCC3)cc(C)c2c1
    1	0.98	25	-3	1	2	-1	-4
O=C(c1cccn2c(=O)c3cc(Cl)ccc3nc12)N1CCOCC1
    1.1	1.1	-4	2	-2	-9	-6	5
CCOc1ccc2ccccc2c1/C=N/n1cncn1
    0.89	1.2	-5	-13	5	-15	12	5
O=C(CSc1ccc(-c2ccco2)nn1)Nc1ccccc1F
    1	1.1	15	-1	-1	-5	0	8
CC(C)Oc1ccc2nnnn2n1
    0.98	1	0	-1	-3	-3	2	3
COC(=O)c1ccc(OCc2cc(=O)n3ccsc3n2)cc1
    1.1	0.99	-3	-2	-14	1	-6	1
Cc1cc(C)n2nc(C(=O)Nc3ccc(S(=O)(=O)N(C)C)cc3)nc2n1
    1	0.92	10	-13	-5	8	0	-3
Cc1ccc(C)c(NC(=O)CSc2nc(=O)n(CCN3CCOCC3)c3c2CCCC3)c1
    0.96	1	-3	-4	-4	-3	4	-3
Cc1ccc(O)c(C(=O)c2cnn(-c3ccc(S(=O)(=O)N4CCOCC4)cc3[N+](=O)[O-])c2)c1
    0.88	1	-4	11	-9	-2	12	1
O=C1c2oc3ccc(Br)cc3c(=O)c2C(c2cccc(F)c2)N1CCO (stereo not given)
    0.91	0.86	-10	0	-4	14	9	-4
CN1CCN(C(=O)CN(Cc2ccccc2)S(C)(=O)=O)CC1
    1	1.1	-3	-18	-6	-11	-1	-1
CC(=O)Nc1ccc(S(=O)(=O)NCCC(=O)NNC(=O)c2ccccc2O)cc1
    0.93	1.7	-25	-7	-3	-72	7	-4
COc1ccc(N2CCN(CCNC(=O)Nc3cc(Cl)ccc3Cl)CC2)cc1
    1.3	0.91	-8	19	2	9	-29	0
Cc1cccc(OCC(=O)Nc2ccncc2)c1C
    1.1	1.1	4	-2	-4	-6	-13	-5
CCc1ccc(NC(=O)Nc2ccc3c(c2)N(C)C(=O)CS3)cc1
    2.9*	1.6	29	-17	2	-60	-187	-2
CCN(CC(=O)Nc1ccc(NC(C)=O)cc1)C(=O)COc1ccccc1-c1ccccc1
    1.1	1.1	-12	-9	-7	-7	-11	2
COc1ccc2[nH]c(-c3ccc(C)cc3)cc(=O)c2c1
    0.98	1.1	13	1	2	-14	2	0
COCCCNC(=O)c1ccc(Cn2c(=O)c3ccccc3n(CC(=O)NCCc3ccc(OC)c(OC)c3)c2=O)cc1
    1	0.94	-3	-5	-5	6	0	1
CCOc1cccc(-c2nnc3sc(COc4ccccc4)nn23)c1
    0.92	0.82	10	-5	-1	18	8	-3
CN(C)N1C(N)=C(C#N)C(c2ccsc2)C2=C1CC(C)(C)CC2=O (stereo not given)
    0.96	0.94	4	0	-8	6	4	1
CC(C)OC(=O)C1CC=CCC1C(=O)Nc1ccc(Cl)cc1 (stereo not given)
    0.96	1.2	7	-1	-7	-18	4	-5
CC(=O)c1cc(C#N)c(SCCC(C)C)nc1C
    0.84	0.86	6	1	-7	14	16	-3
CCc1cc(CNC(=O)C2CCC(=O)N(CCc3ccc(OC)cc3)C2)on1 (stereo not given)
    1	0.96	-12	7	26	4	0	0
Cc1cc2nccc(-c3ccc(F)cc3)n2n1
    0.96	1.1	-5	-2	2	-8	4	0
Cc1ccc2cccc(OCC(=O)Nc3cccc(S(=O)(=O)N4CCCC4)c3)c2n1
    1	1	18	-13	0	-4	-2	-4
C=CCNc1nc2c(c(=O)n(C)c(=O)n2C)n1CC(=C)C
    0.96	1	1	-12	-6	-3	4	-3
COc1ccc(NC(=O)CC2SC(=Nc3ccccc3)NC2=O)c(OC)c1 (stereo not given)
    0.99	0.97	-8	-9	2	3	1	2
O=C(CSc1nnc2sc3ccccc3n12)NCc1ccco1
    1	0.98	1	-7	-11	2	-4	-1
CCn1c(SCC(=O)N2CCCC2)nc2ccccc2c1=O
    1	0.95	3	1	-13	5	-3	-3
CC(Oc1ccc(-c2ccccc2)c(F)c1)c1ccn(S(=O)(=O)c2ccc(Br)cc2)n1 (stereo not given)
    0.97	1.1	4	-13	4	-10	2	-5
CN1CCc2c(sc(NC(=O)c3ccc(S(=O)(=O)N4CCCCCC4)cc3)c2C(N)=O)C1
    0.98	0.96	-15	-2	5	4	2	-3
Cc1cccc(N2CCN(C(=O)CC(NC(=O)c3ccccc3Cl)c3ccccc3)CC2)c1C (stereo not given)
    1.9	1.1	6	-3	-11	-10	-86	-2
Cc1c(NC(=S)NC(=O)c2ccc(Cl)cc2)c(=O)n(-c2ccccc2)n1C
    0.96	0.91	-4	-5	-2	10	4	-1
COc1cc(Br)c(CCNC(=O)Cc2ccccc2)cc1OC
    0.97	0.89	-14	17	15	11	3	0
O=C(N/N=C/c1ccc([N+](=O)[O-])s1)c1ccccc1
    0.74	1.1	17	-5	-13	-5	26	-3
CCOc1ccc(N(CC(=O)NC(C)CC)S(C)(=O)=O)cc1 (stereo not given)
    1	1.2	-10	2	-6	-19	-5	-1

# 2 of these compounds in another layout:
SMILES,mIAP activ,hIAP act,PfGluPho inh,ATG4B inhibitor,HKDC1 inhibitor,hIAP inh,mIAP block,A3A deaminase
Cc1ccc2cccc(OCC(=O)Nc3cccc(S(=O)(=O)N4CCCC4)c3)c2n1,1,1,18,-13,0,-4,-2,-4
CCOc1cccc(-c2nnc3sc(COc4ccccc4)nn23)c1,0.92,0.82,10,-5,-1,18,8,-3

# Following part
# Results follow in this order: mIAP activ	hIAP act	PfGluPho inh	ATG4B inhibitor	HKDC1 inhibitor	hIAP inh	mIAP block	A3A deaminase
N#CC1=C(N)OC2=C(C(=O)CCC2)C1c1cc2c(cc1Cl)OCO2 (stereo not given)
    1	1	-2	3	-3	-1	-3	-4
CC(C)NC(=O)Nc1cccc2c1O[C@H](CN(C)C(=O)NC(C)C)[C@@H](C)CN([C@H](C)CO)C2=O
    1.1	1.2	-7	4	4	-18	-7	0
CCCCNC(=O)c1onc(CSc2ccccc2)c1C(=O)NCCCC
    0.99	1.2	30	-8	4	-19	1	-3
Cc1cccc(N2CCN(C(=O)Cc3ccc(-n4c(=O)[nH]c5ccsc5c4=O)cc3)CC2C)c1 (stereo not given)
    0.97	1	-22	-2	-4	-2	3	-3
O=C(Oc1ccccc1-c1csnn1)c1cccs1
    0.94	0.85	4	-5	-8	15	6	0
C=CCN=c1scc(-c2ccco2)n1/N=C/c1ccc(O)c(O)c1O
    0.41	0.92	73*	-2	22	8	59*	30
COc1ccc(S(=O)(=O)Nc2cc(SCC(=O)O)c(O)c3ccccc23)cc1
    0.87	0.8	110*	-6	57*	20	13	1
Cn1cc(CN2CCN(Cc3cccnc3)CC2)c(-c2ccc3c(c2)OCCO3)n1
    1.1	1.2	-4	10	-4	-24	-8	1
Cc1ccc2c(c1)N(C(=O)CCC(=O)N1CCC(C(N)=O)CC1)CC(C)O2 (stereo not given)
    1.1	0.81	-3	-14	-1	20	-7	0
O=C(/C=C/c1ccccc1)NCC1(c2ccccc2)CCOCC1
    1.1	0.98	10	-4	-4	2	-14	0
CCc1ccc(NC(=O)CCn2c(=O)c3cccn3c3ccccc32)cc1
    1.1	0.83	-7	-1	0	17	-15	2
CCC(C)N(C(=O)COC(=O)c1nc2nc(C)cc(C)n2n1)C1CCS(=O)(=O)C1 (stereo not given)
    1	1.1	-12	-3	-3	-10	-2	24
CC(=O)c1ccc(NC(=O)CNCc2cccs2)cc1
    1	0.82	-1	-7	2	18	-4	3
CCOC(=O)c1cc(-c2c(Cl)cccc2Cl)no1
    1	1.1	7	50*	2	-6	-3	1
CC1CCCCC1NC(=O)Cn1cnc2ccccc2c1=O (stereo not given)
    1	1.1	-21	-1	-7	-13	-2	-2
COc1ccc(CCNC(=O)CSc2nc(C)nc3c2c(=O)n(C)c(=O)n3C)cc1OC
    1	1.1	-1	0	-4	-8	-4	-4
COc1ccccc1C(=O)C1CCCN(C(=O)c2ccccc2C(C)=O)C1 (stereo not given)
    1	0.94	-6	24	-5	6	-2	0
CCN(CC)S(=O)(=O)c1ccc(N2CCOCC2)c(NC(=O)c2ccc(NC(C)=O)cc2)c1
    0.99	1	-13	-6	-2	-1	1	2
Cc1cccn2cc(CNC(=O)CC3CCCC3)nc12
    1	1.1	-16	5	-1	-7	-5	-2
CCN1CCN(C(c2cccs2)C(C)NC(=O)c2cccc(OC)c2)CC1 (stereo not given)
    0.98	1	-7	-9	-7	0	2	-4
CCOC(CNC(=O)CN1C(=O)COc2ccc(S(=O)(=O)N3CCCC3)cc21)OCC
    0.97	0.99	12	-2	-5	1	2	-5
Cc1ccc2cc(C)c(SCC#N)nc2c1
    0.96	0.97	12	-6	5	3	4	-1
CCC(=O)Nc1ccc(Cl)c(NC(=O)c2c(OC)cccc2OC)c1
    1	1	4	4	-8	-2	-2	4
C[C@@H]1CN(C(=O)c2cc(COc3cccc(C(F)(F)F)c3)on2)C[C@H](C)O1
    0.98	1.3	10	3	1	-32	2	-2
O=C(C[n+]1cc(-c2ccc(Br)cc2)n2c1CCCCC2)c1ccccc1
    0.97	1.1	-3	-2	-6	-8	3	0
COc1cc(/C=C/C(=O)OC[C@H]2O[C@H](OC3(CO)OC(CO)C(O)C3O)[C@H](O)[C@@H](O)[C@@H]2O)ccc1O (stereo not given in full)
    1.1	1.1	9	-3	-3	-8	-9	-2
O=C(NCCCN1CCCC1)c1ccc2c(c1)N(Cc1ccccc1F)C(=O)c1ccccc1S2(=O)=O
    0.92	0.87	10	4	-8	13	8	3
COc1ccc(Oc2nccc(-c3ccc(F)cc3)c2C#N)cc1
    0.9	0.9	-11	-3	4	10	10	-2
O=C(c1ccccc1)n1nc(-c2ccccc2)nc1NCc1ccco1
    0.86	0.94	12	-16	-1	6	14	0
CCOC(=O)c1cc(-c2ccc(C)o2)n[nH]1
    1.1	1.2	-6	7	-3	-19	-8	8
CCOc1ccc(-c2c(C(=O)N/N=C/c3cccnc3)nnn2-c2nonc2N)cc1
    1	1.2	-4	6	0	-16	0	-3
COc1ccccc1-c1cc(C(=O)N/N=C/c2ccc(C)o2)c2ccccc2n1
    0.87	1	11	-2	-1	-4	13	-7
Cn1cc(S(=O)(=O)NCc2ccc3c(c2)OCO3)c(C(F)(F)F)n1
    0.97	0.98	10	-5	-7	2	3	2
[N-]=[N+]=CC(=O)C(Cc1ccccc1)N1C(=O)c2ccccc2C1=O (stereo not given)
    1.1	1.3	13	4	6	-32	-7	-5
